# Htt clearance: compounds clearing mutant huntingtin protein; actives 0.42% (n = 47,000); HeLa Exon1htt(103Q)mCFP, aggregate imaging; zero = plate's median compound well; inhibition, % at 1.5 µM; AID 853;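 active = inhibition of aggregate fluorescence above about 70%, also judged a hit by eye on the cell image, limit read from the data, passing the limit was not always enough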;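 note: cells exposed to compound for three days before fixation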
# Htt clearance grain fraction: also measured in Htt clearance; calls as there; fraction fluorescence in grains; measured here: aggregate grain fluorescence fraction; hits give low values;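 scaled fraction of total cell fluorescence in grains with unit not stated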
# Numbers without * were called inactive.
SMILES,Htt clearance,Htt clearance grain fraction
COc1cc(NC(=O)c2cc(C3CC3)on2)c(OC)cc1Cl,33,28
COc1cc(C(=O)NCCCCCC(=O)O)cc(OC)c1OC,14,18

# Screens deposited in PubChem by Columbia University Molecular Screening Center.

# These rows are one share of the data; the hit share may differ from the screen's.
